ATXN2 expr inh: ATXN2 expression inhibition; HEK-293 ATXN2-luciferase reporter, luminescence, 24 h; Potency, µM (top dose mostly 57 µM), without a hit: at the top dose activity change, negative = inhibition, usual class: inhibitors; 360,000 tested, 0.72% active; AID 1745845; also: % is scaled to controls: 0 for no effect and ±100 for the full control effect; nearly all actives have a fitted effect of over 55% in size
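ATXN2-luciferase reporter cells (luciferase flanked by upstream and downstream ATXN2 gene portions) were treated 24 h at 37 °C with compounds at up to 57 uM. SteadyGlo luminescence gave expression; GF-AFC fluorescence gave viability.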
Nrf2 inh: inhibitors of Nrf2 signaling; A549 ARE-Fluc reporter, luciferase luminescence, 18-24 h; Potency, µM (doses to about 46 µM), inactives show top-dose activity change, negative = inhibition, hits mostly inhibitors; 360,000 tested, 2.1% active; also: % is scaled to controls: 0 for no effect and ±100 for the full control effect; nearly all actives have a fitted effect of over 60% in size
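In this cell-based qHTS, ARE-driven firefly luciferase in A549 cells reports Nrf2 activity; the luminescent signal after BugLite lysis is the measured value, with a prior CellTiter-Fluor read for cell health.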
A549 tox: kills or reduces viability of A549 cells in Nrf2 counter-screen; Potency, µM (titrated, usually from 46 µM), for inactives: at the top dose activity change, negative = cytotoxicity, most hits filed as inhibitors; AID 504648; 390,000 tested, 0.16% active; A549 ARE-Fluc cells, CellTiter-Fluor viability, 18-24 h; also: % is scaled to controls: 0 for no effect and ±100 for the full control effect
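Cytotoxicity counterscreen: CellTiter-Fluor fluorescence was measured in A549 ARE_Fluc cells after 18-24 h of compound exposure in a concentration series. The subsequent BugLite luminescent read reports ARE-luciferase activity.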
MCF10A rerep: inducers of DNA re-replication in MCF 10A breast cells | MCF 10A DNA re-replication, Hoechst nuclear intensity, 48 h | Potency, µM (series often up to 46.1 µM), for the others: top-dose activity, positive = re-replication, hits mostly activators | 350,000 tested, 2.9% active; also: % of control where 0% means no effect; nearly all actives have a fitted effect of over 50% in size
S2 tox: viability counter-screen for ATXN expression inhibitors. S2 cells (HEK-293 line with an ATXN2-luciferase reporter) viability, CellTiter-Fluor protease fluorescence, 24 h. Potency, µM (highest dose often 56.7 µM), hits mostly cytotoxic. 400,000 tested, 0.49% active; also: nearly all actives have a fitted effect of over 40% in size
Nrf2 ARE act: activators of Nrf2 (ARE) signaling. AREc32 ARE-luciferase reporter (MCF7-derived line), luminescence, 24 h. Potency, µM (series often up to 46.1 µM), without a hit: top-dose activation, hits mostly activators. 410,000 tested, 0.31% active. AID 624171; also: % of control where 0% means no effect; nearly all actives have a fitted effect of over 65% in size
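Each well held 1000 AREc32 cells, which were incubated with compound for 24 hr at 37 deg C after overnight attachment, and ARE reporter activity was quantified by firefly luciferase luminescence.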
EPAC2 antag: EPAC2 (human) antagonism; Potency, µM (doses to about 114 µM), for the others: at the top dose activity, negative = inhibition, most hits filed as inhibitors; 360,000 tested, 0.18% active; EPAC2 GEF exchange of Rap1B-BODIPY-GDP, fluorescence; AID 720708; also: % is scaled to controls: 0 for no effect and ±100 for the full control effect; nearly all actives have a fitted effect of over 45% in size; many of its hits are not listed in these tables
Target sequence (Q8WZA2 whole entry, looked up): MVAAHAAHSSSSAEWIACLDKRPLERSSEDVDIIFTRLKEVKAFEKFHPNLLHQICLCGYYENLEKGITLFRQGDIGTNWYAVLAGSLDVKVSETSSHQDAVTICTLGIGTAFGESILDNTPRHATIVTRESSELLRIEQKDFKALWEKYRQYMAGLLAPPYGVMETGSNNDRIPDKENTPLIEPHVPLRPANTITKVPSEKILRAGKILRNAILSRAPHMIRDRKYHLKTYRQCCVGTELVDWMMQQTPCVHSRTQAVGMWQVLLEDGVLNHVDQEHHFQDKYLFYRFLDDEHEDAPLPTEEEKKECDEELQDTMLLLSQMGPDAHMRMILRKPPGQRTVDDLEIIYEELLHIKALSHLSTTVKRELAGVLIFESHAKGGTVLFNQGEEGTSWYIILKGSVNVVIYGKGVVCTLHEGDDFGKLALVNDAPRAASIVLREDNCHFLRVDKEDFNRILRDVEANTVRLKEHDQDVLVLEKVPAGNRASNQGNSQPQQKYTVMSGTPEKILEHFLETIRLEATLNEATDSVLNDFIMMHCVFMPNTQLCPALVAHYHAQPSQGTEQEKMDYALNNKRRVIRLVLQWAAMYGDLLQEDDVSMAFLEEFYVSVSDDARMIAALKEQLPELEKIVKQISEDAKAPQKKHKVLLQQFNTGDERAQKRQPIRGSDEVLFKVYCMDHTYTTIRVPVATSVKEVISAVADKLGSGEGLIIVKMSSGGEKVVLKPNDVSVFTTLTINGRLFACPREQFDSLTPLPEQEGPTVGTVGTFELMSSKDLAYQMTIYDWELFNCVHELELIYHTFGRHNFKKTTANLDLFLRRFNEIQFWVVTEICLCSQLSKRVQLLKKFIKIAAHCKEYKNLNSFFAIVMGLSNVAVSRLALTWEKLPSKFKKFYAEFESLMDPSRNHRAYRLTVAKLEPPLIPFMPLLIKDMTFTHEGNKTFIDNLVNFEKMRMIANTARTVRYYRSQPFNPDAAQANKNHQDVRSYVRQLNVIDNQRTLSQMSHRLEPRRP
HepG2 viability: counter-screen for TGF-b inhibitors: cytotoxicity in HepG2 cells; Potency, µM (highest dose often 46.1 µM), without a hit: at the highest dose activity change, negative = cytotoxicity, hits mostly cytotoxic; AID 588856; 410,000 tested, 0.76% active; HepG2 CAGA-GFP viability, ATP luminescence, 18 h; also: some results filed as inactive show a strong effect at the top dose
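CellTiter-Glo luminescence gave cytotoxicity after 18 hours at 37 degrees C. The cells were HepG2 CAGA-GFP in 1% FBS DMEM, stimulated with 500 pg/mL TGF-beta after compound addition. %Activity was normalised to no-cell wells (complete cell-killing) and DMSO (no toxicity), and curves were fitted and classified.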
TGFb SMAD3 inh: inhibitors of TGF-b signaling. HepG2 CAGA-GFP TGF-b/SMAD3 reporter, GFP fluorescence, 18 h; TGF-beta stimulated, 500 pg/mL final. Potency, µM (series often up to 46.1 µM), without a hit: at the highest dose activity, negative = inhibition, most hits filed as inhibitors. 410,000 tested, 1.2% active. AID 588855; also: % is scaled to controls: 0 for no effect and ±100 for the full control effect; nearly all actives have a fitted effect of over 65% in size
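Per well, imaged GFP fluorescence of HEPG2 CAGA-GFP cells gives the signal; cells get compound, then TGF-beta (500 pg/mL final), 18 h at 37 degrees C; %Activity versus -TGF-beta and +DMSO controls.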
The depositor's hits bear a star; i = inactive; u = inconclusive; x = no result given; [ ] = remark or other dose. Calls follow the shape of the dose curve; as a rule, active = well fitted curve in the direction sought with a large enough effect; inconclusive = small, poorly fitted or top-dose-only effect, or another doubt; inactive = no such curve, though single readings can be large; an effect the other way counts as inactive or inconclusive. Potency is read from the fitted curve at half-maximal effect. Only part of the results is shown. The share of hits here may be higher or lower than overall.

SMILES	ATXN2 expr inh	Nrf2 inh	A549 tox	MCF10A rerep	S2 tox	Nrf2 ARE act	EPAC2 antag	HepG2 viability	TGFb SMAD3 inh
CC(C)OCCCN1CC(=O)N2C(c3cccc([N+](=O)[O-])c3)c3[nH]c4ccccc4c3C[C@H]2C1=O (some centres undefined)	-4%	3%	-12%	1%	i	3.8%	-10%	-29%	u
CCOC(=O)CNC(=O)CSc1nc(N(C)C)nc(N2CCOCC2)n1	-20%	x	10%	-2%	i	-0.8%	12%	-2%	8%
CC(=O)c1cccc(NC(=O)NC(C)c2ccncc2)c1 (centres undefined)	-7%	-15%	5%	13%	i	-0.1%	-1%	0%	4%
CC(C)c1ccc(NC(=S)NN2C(C)CCCC2C)cc1 (centres undefined)	-9%	-16%	9%	u	i	-0.5%	0%	-30%	u
O=C(Cn1nnc2ccccc2c1=O)Nc1cc(C(F)(F)F)ccc1N1CCOCC1	1%	x	1%	1%	i	0.1%	-3%	-5%	6%
CN1C(=O)C(N=Nc2ccccc2C(=O)O)N(C)C1=S (centres undefined)	-14%	-13%	u	0%	i	3.2%	-3%	-22%	-11%
CC(=O)NCCNc1nc2cc(-c3cc(F)ccc3C)sc2c(=O)n1C	-1%	x	x	x	i	14%	-2%	0%	-7%
COc1ccc(C)cc1NC(=O)CCNS(=O)(=O)c1cccc(C(F)(F)F)c1	-12%	-26%	0%	9%	i	0.3%	-15%	-20%	-20%
Cc1cc(OC(F)F)ccc1NC(=O)Nc1ccc([N+](=O)[O-])cc1	u	u	-14%	u	u	0.9%	6%	-63%	u
COC(=O)c1ccc(NC(=O)CN(CCc2ccccc2)S(=O)(=O)c2ccc(OC)cc2)cc1	x	1%	1%	x	x	2.0%	x	-9%	-41%
O=C(COc1ccc(S(=O)(=O)Nc2ccccc2)cc1)NCc1ccccn1	-11%	1%	2%	1%	i	-0.6%	1%	-17%	6%
O=C(Cc1ccccc1)Nc1ccc2oc(-c3ccncc3)nc2c1	-6%	x	0%	14%	i	-1.2%	7%	2%	14%
Cn1c(=O)[nH]c(=O)c2c1nc1n2CCCN1Cc1ccccc1	7%	-9%	-2%	-1%	i	-0.3%	-3%	2%	-15%
CCN1CCC(NC(=O)Nc2ccc(F)cc2)CC1	-1%	3%	5%	6%	i	3.4%	4%	8%	1%
O=C(Cc1cccc2ccccc12)Nc1ccccc1C(=O)O	221%[activator]	u	0%	15%	i	0.2%	-4%[57.1 µM]	-27%	-14%

One compound at a time, as listed above.
CC(=O)NCCNc1nc2cc(-c3cc(F)ccc3C)sc2c(=O)n1C across the screens: ATXN2 expr inh: -1%; Nrf2 inh: x; A549 tox: x; MCF10A rerep: x; S2 tox: i; Nrf2 ARE act: 14%; EPAC2 antag: -2%; HepG2 viability: 0%; TGFb SMAD3 inh: -7%
O=C(Cc1ccccc1)Nc1ccc2oc(-c3ccncc3)nc2c1 across the screens: ATXN2 expr inh: -6%; Nrf2 inh: x; A549 tox: 0%; MCF10A rerep: 14%; S2 tox: i; Nrf2 ARE act: -1.2%; EPAC2 antag: 7%; HepG2 viability: 2%; TGFb SMAD3 inh: 14%
CC(=O)c1cccc(NC(=O)NC(C)c2ccncc2)c1 (centres undefined) across the screens: ATXN2 expr inh: -7%; Nrf2 inh: -15%; A549 tox: 5%; MCF10A rerep: 13%; S2 tox: i; Nrf2 ARE act: -0.1%; EPAC2 antag: -1%; HepG2 viability: 0%; TGFb SMAD3 inh: 4%

The listing continues.
SMILES	ATXN2 expr inh	Nrf2 inh	A549 tox	MCF10A rerep	S2 tox	Nrf2 ARE act	EPAC2 antag	HepG2 viability	TGFb SMAD3 inh
Cn1c(=O)c([N+](=O)[O-])c(NCC(O)c2ccccc2)c2ccccc21 (centres undefined)	-4%	9%	4%	u	i	4.6%	19%	0%	-6%
O=C(CN1CCN(Cc2ccc(Cl)cc2)CC1)N1CCc2ccccc21	-22%	-5%	1%	0%	i	0.3%	4%	-26%	-31%
COc1cc(NC(=O)COc2ccc(Cl)cc2)ccc1-c1cc2ccccc2oc1=O	-12%	-6%	-7%	7.3µM*	i	4.6%	6%	-3%	u
CC1(C)CC(=O)C(C=NC2CC(C)(C)NC(C)(C)C2)=C(O)C1	1%	11%	-1%	8%	i	-0.9%	15%	-2%	-4%
COc1ccc(-c2noc(CCC(=O)NCCCN3CCN(c4ccccc4F)CC3)n2)cc1	-25%	-13%	2%	23%	i	0.1%	-3%	-22%	-28%
CC(C)(C)NC(=O)NC(=O)CN1CCN(c2ccccc2)CC1	-17%	-18%	-4%	-17%	u	-1.0%	1%	-7%	-6%
NS(=O)(=O)c1ccc(CCNC(=O)Cc2ccc(S(=O)(=O)N3CCOCC3)s2)cc1	2%	5%	-7%	2%	i	0.0%	19%	-26%	-12%
COc1ccccc1C(=O)COC(=O)CNS(=O)(=O)c1ccc(NC(C)=O)cc1	-10%	6%	7%	3%	i	-0.8%	-15%	-8%	-16%
CCOC(=O)c1ccc(NC(=S)NN2CCOCC2)cc1	14%	13%	-5%	23µM*	i	2.4%	0%	18%	-6%
O=C(COC(=O)CN1C(=O)C2CCCCC2C1=O)NC1CCS(=O)(=O)C1 (centres undefined)	14%	9%	1%	1%	u	-0.6%	7%	3%	6%
CCOc1ccc(NS(=O)(=O)c2ccc3[nH]cc(C(=O)NC4CCCC4)c(=O)c3c2)cc1	-11%	u	-2%	x	i	3.3%	x	-43%	u
Cc1ccc(N(CC(=O)NCc2ccco2)C(=O)CCC(=O)Nc2nccs2)cc1	0%	-1%	1%	1%	i	0.5%	1%	3%	-1%
O=C(NCC(=O)N1CCCCCCC1)c1cccc([N+](=O)[O-])c1	12%	-3%	-5%	0%	i	4.0%	-1%	-2%	-29%
Cc1cc(C(F)F)n2nc(C(=O)NCc3ccccc3F)nc2n1	3%	x	-13%	5%	i	-0.4%	-1%	2%	14%
CCCCNCCOCCOc1ccc(F)cc1	-2%	8%	4%	-3%	i	0.1%	-3%	-21%	4%

Next section.
SMILES	ATXN2 expr inh	Nrf2 inh	A549 tox	MCF10A rerep	S2 tox	Nrf2 ARE act	EPAC2 antag	HepG2 viability	TGFb SMAD3 inh
COC(=O)C1CCN(C(=O)c2cc(-c3ccc(Cl)s3)nc3ccccc23)CC1	u	2%	-7%	u	u	3.1%	-21%	-1%	9%
Cc1ccc(SCC(=O)OC(C)C(=O)Nc2ccc(S(N)(=O)=O)cc2)cc1C (centres undefined)	-9%	-4%	1%	-3%	i	0.2%	-11%	-4%	-2%
COc1cccc(Nc2cc(C)nc3nc(-c4ccc(Cl)cc4)nn23)c1	3%	u	0%	x	i	0.1%	x	3%	14%
CC(=O)Cn1c(CN2CC(C)CC(C)C2)nc2c1c(=O)n(C)c(=O)n2C (centres undefined)	4%	4%	-4%	-1%	u	0.0%	1%	2%	2%
N#Cc1nc(-c2ccc(OCc3ccccc3Cl)cc2)oc1N1CCCCCC1	x	-11%	0%	x	x	x	x	7%	17%
Cc1nnc(SCC(=O)NC2CCCCC2)n1C1CCCCC1	3%	-9%	1%	-3%	u	-0.2%	14%	-6%	5%
Cc1cccc(-c2noc(-c3ccccc3C(=O)NCc3ccco3)n2)c1	12%	7%	2%	-5%	i	u	-1%	13%	-22%
COc1ccc(CC(=O)Nc2ccc(S(=O)(=O)Nc3cc(C)on3)cc2)cc1	-4%	u	-3%	-3%	i	-0.5%	10%	-7%	18%
CC(C(=O)Nc1cc([N+](=O)[O-])ccc1Cl)N1CCN(c2ccc(O)cc2)CC1 (centres undefined)	-19%	-12%	-4%	0%	i	3.0%	-2%	2%	-4%
CC1(C)C(c2ccc(Cl)cc2)=[N+]([O-])C2(CCCC/C2=N\O)N1O (centres undefined)	-13%	9%	1%	-1%	i	-0.2%	2%	1%	21%
Cc1cccc(-c2nc(SCc3cc(=O)c4c(C)cc(C)cc4[nH]3)n[nH]2)c1	u	x	u	x	x	-0.7%	x	-93%	u
COc1ccc(OC)c(NC(=O)CCCNC(=O)c2ccc(Cl)cc2)c1	-9%	-18%	-1%	-3%	i	0.1%	11%	-4%	-3%
Cn1c(=O)cc(Nc2ccc(Cl)cc2)[nH]c1=O	-18%	3%	3%	-6%	i	-0.3%	2%	15%	26%
Cc1ccc(NC(=O)CCCCCC2NC(=O)NC2C)cc1 (centres undefined)	-8%	0%	0%	-2%	i	-0.5%	12%	-8%	0%
O=C(CCNS(=O)(=O)c1ccccc1C(F)(F)F)NCCCSc1ccccc1	-6%	11%	9%	-3%	i	1.5%	4%	-78%	-1%
Cc1ccc(CSc2nnc(-c3ccc4c(c3)OCO4)o2)cc1	14%	x	29%	4%	i	1.9%	12%	5%	u

Shown with values under each structure: part of the list above.
The line under a structure holds: ATXN2 expr inh | Nrf2 inh | A549 tox | MCF10A rerep | S2 tox | Nrf2 ARE act | EPAC2 antag | HepG2 viability | TGFb SMAD3 inh
- Cc1ccc(CSc2nnc(-c3ccc4c(c3)OCO4)o2)cc1
 : 14% | x | 29% | 4% | i | 1.9% | 12% | 5% | u
- O=C(CCNS(=O)(=O)c1ccccc1C(F)(F)F)NCCCSc1ccccc1
 : -6% | 11% | 9% | -3% | i | 1.5% | 4% | -78% | -1%

Assay outcomes from PubChem.
